Screening results (PubChem)
PhoP GFP inhibition = Inhibition of PhoP regulon, Salmonella typhi GFP reporter cells, confirmation, 4 h (AID 1850); Salmonella Typhi PhoP-promoter GFP reporter, fluorescence, 4 h; higher % means a stronger effect; one-dose inhibition, % at 50 µM; IC50 in µM for titrated hits; actives 0.33% (n = 310,000); in the data active = a potency from the dose series; inconclusive = inhibition mostly from about 25% at the one dose, without a potency; inactive = the rest, 99 in 100 with inhibition below about 19%;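 also: 0% = induced wells with vehicle and 100% = uninduced wells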
H1N1 NS1A inhibition = NS1A inhibition, H1N1 influenza, cell based functional assay (AID 504329); NS1A functional cell-based assay, percent inhibition; higher % means a stronger effect; actives 0.3% (n = 340,000); inhibition, % at 12.5 µM; hits with a dose series show IC50 in µM; in the data active = a potency from the dose series; inconclusive = inhibition above about 27% without an active follow-up result; also: strong numbers were not always called active
tuberculosis growth = growth inhibition of non-replicating M. tuberculosis (AID 488890) | Mycobacterium tuberculosis non-replicating, growth inhibition; higher % means a stronger effect | actives 0.39% (n = 320,000) | inhibition, % at 25 µM, or IC50 in µM where a hit was titrated; in the data active = a potency from the dose series; inconclusive = inhibition mostly from about 82% at the one dose, without a potency; inactive = the rest, 99 in 100 with inhibition below about 76%;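 also: plate controls were DMSO cells for no effect and high antibiotic wells for full effect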
M. tuberculosis HTS = M. tuberculosis growth inhibition, HTS (AID 449762); M. tuberculosis H37Rv growth inhibition, 7H9 media; higher % means a stronger effect; inhibition, % at 25 µM, or IC50 in µM where a hit was titrated; actives 0.59% (n = 330,000); in the data active = a potency from the dose series; inconclusive = inhibition above about 70% without an active follow-up result;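 also: bacterial growth assessed after seven days of incubation; strong numbers were not always called active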
inhibitors of VEEV = inhibitors of VEEV TC-83 cytopathic effect, confirmation, Vero cells (AID 588727) | Vero cells, VEEV TC-83 cytopathic effect inhibition; higher % means a stronger effect | inhibition, % at 20 µM; hits with a dose series show IC50 in µM | actives 0.13% (n = 350,000); in the data active = a potency from the dose series; inconclusive = inhibition mostly from about 14% at the one dose, without a potency; inactive = the rest, 99 in 100 with inhibition below about 12%; also: strong numbers were not always called active
* hit, by the source's call; i = inactive; ? = inconclusive; . = not tested or not shown.

Order of values: H1N1 NS1A inhibition	tuberculosis growth	M. tuberculosis HTS	PhoP GFP inhibition	inhibitors of VEEV
> CC(C)(C)c1ccc(C(=O)NCCC(=O)NCc2ccco2)cc1
  32%	20%	-3%	-7%	2.7%
> NC1=NC(=O)C(Cc2cccc(Cl)c2)S1 (stereo not drawn)
  -4%	-4%	-2%	-3%	1.0%
> Cc1cc(C)c(NC(=O)CCCC(=O)O)c(Cl)c1
  -8%	-13%	-11%	-4%	i
> O=C(Nc1ncccc1O)c1ccc2ccccc2c1
  0%	42%	70%	-9%	8.9%
> CCOc1ccc(Nc2nc(N)c([N+](=O)[O-])c(NCc3ccccc3)n2)cc1
  8%	8%	9%	-10%	5.0%
> CCOC(=O)c1ccc(N(CC(=O)NC2CCCCC2)C(=O)CNC(=O)c2ccco2)cc1
  -7%	7%	-5%	-14%	1.8%
> Nc1nc(N)nc(-c2ccc([N+](=O)[O-])o2)n1
  -22%	.	.	.	6.2%
> CNC(=S)N1CCN(C(=O)C2CCCO2)CC1 (stereo not drawn)
  -8%	3%	2%	0%	1.6%
> CCC1=C2CC[C@H]3C(=O)N(C)C(=O)[C@H]3[C@H]2[C@@]2(Cc3ccccc3)C(=NCCOC)OC(=O)N2C1=O
  1%	-11%	-2%	-5%	0.3%
> O=C(OCCN1CCN(C2=NS(=O)(=O)c3ccccc32)CC1)c1cccc(Br)c1
  -14%	-12%	-9%	-4%	6.7%
> COCCN(C(=O)COC(=O)c1ccc(C)o1)c1c(N)n(Cc2ccccc2)c(=O)[nH]c1=O
  1%	-12%	-8%	4%	0.2%
> Cc1cc(=O)oc2cc(OC(=O)CCN3C(=O)c4ccccc4C3=O)ccc12
  5%	8%	63%	-19%	1.2%
> CCn1c(CCC(=O)O)nc2cc(S(=O)(=O)N(C)C)ccc21
  4%	0%	-6%	-5%	0.3%
> CC(=O)Nc1cccc(NS(=O)(=O)c2cccc3nsnc23)c1
  15%	-13%	-2%	-2%	1.1%
> CCCS(=O)(=O)Nc1ccc(Nc2c3ccccc3nc3ccccc23)c(OC)c1
  15%	.	.	.	?
> Cn1c(SCC(=O)NCCc2ccccc2)ncc(C(=O)Nc2ccccc2)c1=O
  -15%	-15%	-2%	4%	1.8%
> NC1=NS(=O)(=O)NC1c1ccc(F)cc1 (stereo not drawn)
  -19%	-6%	-2%	12%	2.4%
> COc1ccccc1C1CCN(c2ccc(CO)cc2[N+](=O)[O-])CC1
  1%	24%	7%	4%	5.5%
> CNC(=S)N(C)c1ccccc1
  -8%	-7%	3%	-17%	0.0%
> COc1ccc(NS(=O)(=O)c2cccc(NC(=O)C3=NN(c4ccccc4)C(=O)CC3)c2)cc1
  -9%	6%	12%	-12%	4.0%
> Nc1cccnc1Oc1ccc(F)cc1F
  -21%	-7%	4%	2%	i
> O=C1C(=NO)CC(c2ccccc2)N1c1ccccc1 (stereo not drawn)
  -1%	.	.	.	2.5%
> N#Cc1cccc(NC(=O)COC(=O)CCc2ccc(S(=O)(=O)N3CCOCC3)cc2)c1
  -8%	-12%	-1%	.	1.9%
> CC(C)(C)N(Cc1ccccc1)C(=O)c1ccc2c(c1)OCCO2
  2%	21%	9%	-3%	3.2%
> CCOc1ccc(OCC)c(S(=O)(=O)NNC(=O)c2c(C)nc3ccccn23)c1
  14%	-3%	7%	-26%	i
> COc1ccc(CCNC(=O)Cn2nnc(-c3cccs3)n2)cc1OC
  4%	1%	7%	-8%	0.7%
> CC1(C)CC(=O)C=C(NCCN2CCN(C(=O)Cc3ccc(Cl)cc3)CC2)C1
  -6%	14%	0%	3%	1.4%
> Cc1ccc2c(CC(=O)N3CCN(S(=O)(=O)c4cccs4)CC3)coc2c1
  -12%	31%	6%	-2%	5.7%
> COc1cccc(CN2CCN(c3nc4nonc4nc3N3CCCCC3)CC2=O)c1
  -6%	9%	-11%	6%	2.7%
> CS(=O)(=O)N1CC(C(=O)NC2CCCC2)Oc2ccc(Cl)cc21 (stereo not drawn)
  3%	-3%	8%	7%	7.4%
> CSCCC(NC(=O)CCNC(=O)c1ccccc1Cl)c1nc2ccccc2[nH]1 (stereo not drawn)
  0%	-23%	-19%	.	0.3%
> CCN(C[C@H]1N[C@@](C)(C(=O)OC)[C@H]2C(=O)N(Cc3ccccc3)C(=O)[C@@H]12)S(=O)(=O)c1ccc(C)cc1
  -6%	8%	-4%	.	0.7%
> Cc1nc2ncnn2c(C)c1CCC(=O)NCc1ccccc1
  2%	2%	-18%	4%	i
> COc1ccc(/C=N/n2c(C)cc(C)c(C(N)=O)c2=O)cc1
  -1%	2%	2%	11%	0.4%
> CCOC(=O)[C@@H]1[C@H]2COc3ccccc3[C@@H]2N2C(=O)N(c3ccc(OC)cc3)C(=O)[C@@]12C
  -4%	2%	-7%	0%	1.3%
> O=C(N/N=C/c1cccc(OC(=O)c2ccco2)c1)c1ccc(F)cc1
  -7%	1%	-2%	5%	1.3%
> Cc1cccc2sc(N(CCCN(C)C)C(=O)c3ccc(C(=O)c4ccccc4)cc3)nc12
  17%	62%	?	5%	8.3%
> Cc1ccc[n+](CC(=O)Nc2cccc([N+](=O)[O-])c2)c1
  3%	-9%	1%	3%	1.3%
> CCN1C(=O)C(CC(=O)Nc2ccccc2)N(Cc2ccccn2)C1=S (stereo not drawn)
  -5%	41%	-1%	5%	i
> CC(=O)Nc1ccc2c(c1)C(=Nc1ccccc1)c1ccccc1-2
  13%	.	.	.	0.9%

The closing 4 compounds of the section above lead into the next.
Order of values: H1N1 NS1A inhibition	tuberculosis growth	M. tuberculosis HTS	PhoP GFP inhibition	inhibitors of VEEV
> Cc1cccc2sc(N(CCCN(C)C)C(=O)c3ccc(C(=O)c4ccccc4)cc3)nc12
  17%	62%	?	5%	8.3%
> Cc1ccc[n+](CC(=O)Nc2cccc([N+](=O)[O-])c2)c1
  3%	-9%	1%	3%	1.3%
> CCN1C(=O)C(CC(=O)Nc2ccccc2)N(Cc2ccccn2)C1=S (stereo not drawn)
  -5%	41%	-1%	5%	i
> CC(=O)Nc1ccc2c(c1)C(=Nc1ccccc1)c1ccccc1-2
  13%	.	.	.	0.9%
> CCOC(=O)C1CCN(C(=O)c2ccc(SC)cc2OC)CC1
  0%	-5%	-7%	-4%	1.8%
> CCOC(=O)c1sc(NC(=O)COc2ncnc3ccccc23)c(C(=O)OCC)c1C
  6%	13%	6%	-10%	i
> S=C(Nc1ccccc1Cl)N1CCCCCC1
  5%	1%	0%	1%	i
> O=C(O)c1ccc(Cl)c(S(=O)(=O)NCc2ccco2)c1
  -20%	-6%	-2%	-4%	1.5%
> C=C(C)CN(CC)C(=O)CN1C(=O)NC(C)(c2ccc3ccccc3c2)C1=O (stereo not drawn)
  -1%	-5%	8%	3%	0.7%
> O=C1NC2(CCC3(CC2)OCCO3)NN1c1ccc(Cl)cc1
  .	0.84µM*	?	0%	0.6%
> O=C(CN1CCN(S(=O)(=O)c2ccc(C(F)(F)F)cc2)CC1)N1CCNC1=O
  1%	-21%	6%	.	0.2%
> CCO[C@@H]1OC(C(=O)NCc2ccccc2)=C[C@H](c2cn(C(C)=O)c3ccccc23)[C@H]1CCCO
  7%	32%	5%	-8%	1.6%
> COc1cc2ccccc2cc1C(=O)NCc1ccncc1
  -5%	2%	-8%	-9%	3.8%
> CCN(CC(=O)Nc1ccc2c(c1)OCCO2)C(=O)C(C)Oc1ccc(Cl)cc1 (stereo not drawn)
  -2%	-2%	-5%	6%	7.5%
> C#Cc1ccc([C@@H]2C=C(C(=O)OCC=C)O[C@H](OCCCCO)C2)cc1
  -1%	11%	-1%	-7%	i
> Cc1ccc(OCCCc2c(C)n[nH]c2C)cc1
  -5%	?	?	-17%	1.6%
> O=c1c2ccccc2sc2c(CO)ccc(NCCN3CCCCC3)c12
  -9%	.	.	.	5.9%
> CCc1ccc(C(=O)Nc2ccc(OC)c(S(=O)(=O)N3CCCCC3)c2)cc1
  -9%	4%	-6%	.	i
> O=C(Nc1c(Cl)cccc1Cl)C1CCN(C(=O)c2cccs2)CC1
  1%	-12%	-3%	6%	i
> CCOc1ccccc1N1CCN(C(=O)c2ccncc2)CC1
  -9%	7%	6%	-5%	0.2%
> O=C(c1ccco1)N1CCC(c2nc3c(nnn3Cc3ccc(F)cc3)c(=O)[nH]2)CC1
  -8%	3%	6%	-7%	0.3%
> O=c1cc(-c2ccccc2)[nH]n1-c1nc2ccccc2s1
  -12%	0%	8%	5%	0.8%
> O=C(Nc1nccs1)c1ccccn1
  22%	i	?	9%	0.3%
> COc1ccccc1CNC(=O)C1CCC(=O)N(CCCc2ccccc2)C1 (stereo not drawn)
  -3%	14%	2%	9%	1.6%
> Cc1cc(C)cc(NC(=S)N(CCCN2CCN(C)CC2)Cc2cccs2)c1
  -12%	8%	-7%	3%	1.3%
> CC(=O)c1cc(C#N)c(SCc2ccccn2)nc1C
  .	1%	-1%	1%	11%
> Cc1ccsc1C(=O)N1CCCC(CO)(Cc2ccccc2F)C1 (stereo not drawn)
  0%	5%	3%	-14%	i
> Cc1ccc(OCC(=O)NCCNC(=O)c2cnccn2)cc1C
  4%	.	.	.	1.5%
> O=C1CCCN1c1ccc(C(=O)N(Cc2nnc(-c3ccccc3Cl)o2)C2CC2)cc1
  11%	13%	-8%	-5%	5.7%
> COc1ccc(NC(=O)C2CC3CCC2C3)c(OC)c1 (stereo not drawn)
  .	3%	7%	8%	i
> Cc1nnc(NC(=O)CCNC(=O)c2ccccc2Cl)s1
  3%	-5%	-6%	3%	i
> COc1cc2ccccc2cc1C(=O)Nc1nccs1
  3%	.	61%	-16%	10%
> CCC1(CC)Cc2ccccc2-c2nc3ccccc3c(=O)n21
  -2%	26%	1%	6%	2.1%
> O=C(NC(=S)N1CCN(C(c2ccccc2)c2ccccc2)CC1)c1ccc(S(=O)(=O)N2CCOCC2)cc1
  -5%	-4%	-13%	-10%	1.3%
> Cc1cc(C)nc(SCc2nnc(SCC(=O)N3CCOCC3)o2)n1
  10%	3%	-5%	-7%	0.1%
> CCOC(=O)c1c(NC(=O)COC(=O)CCS(=O)(=O)c2ccc(C)cc2)sc(C)c1C
  -4%	73%	9%	0%	7.7%
> COc1cc(-c2[nH]ncc2CN(C)Cc2nonc2C)cc(OC)c1OC
  -9%	-5%	-1%	6%	3.0%
> O=C(CCc1[nH]c2ccccc2c1Sc1ccccc1)N(CCO)CCO
  -1%	-13%	2%	-1%	0.7%
> COc1ccc(NC(=O)Cc2c(Sc3ccccc3)c3ccccc3n2C)cc1
  -5%	-5%	-6%	-6%	2.0%
> CC(NS(=O)(=O)c1ccc(Cl)cc1)C(=O)N1CCOCC1 (stereo not drawn)
  10%	0%	-11%	-12%	4.2%
> CC(C)CCNC(=O)c1cc([N+](=O)[O-])ccc1N1CCOCC1
  -5%	-18%	4%	-4%	1.3%
> CN(C(=O)COC(=O)CCc1c[nH]c2ccccc12)c1ccccc1
  -12%	76%	-5%	-5%	3.0%
> Cc1cc(C(=O)OCC(=O)NCCC(C)C)c2ccccc2n1
  21%	3%	-6%	-4%	2.4%
> CCc1noc(C)c1C(=O)OCC(=O)N(C)c1c(N)n(Cc2ccccc2)c(=O)[nH]c1=O
  -7%	-5%	1%	6%	6.1%
> NNc1nc2sc3c(c2c(=O)[nH]1)CCc1ccccc1-3
  4%	53%	9%	-8%	1.6%
> CSc1nnc(C)c(=O)n1COC(=O)COc1ccccc1F
  16%	4%	1%	8%	0.1%
> COc1ccc(CCNC(=O)C(C)SCc2ccccc2)cc1 (stereo not drawn)
  -2%	14%	0%	2%	i
> CSc1cccc(NC(=S)NCCCO)c1
  2%	19%	-1%	-1%	1.0%
> O=C(c1ccc(Cl)cc1)N1CCN(CCc2ccccn2)CC1
  18%	-6%	1%	11%	0.7%
> Cc1c(NC(=O)c2cc(C3CC3)on2)c(=O)n(-c2ccccc2)n1C
  -2%	.	3%	-7%	0.4%
> CN(C)c1ccc(-c2ccccc2)nn1
  0%	-4%	-7%	0%	0.3%
> CC(C)(C(=O)c1ccccc1)/[N+]([O-])=C/c1ccc(F)cc1
  -1%	-10%	-10%	0%	0.6%
> Cc1ccc(S(=O)(=O)N(C)c2ccccc2C(=O)N2CCOCC2)cc1
  4%	0%	-20%	-9%	2.4%
> Cc1ccc2cccc(NC(=S)NC(=O)c3ccn(C)n3)c2n1
  0%	?	?	5%	1.0%
